IDE act: boosts human insulin-degrading enzyme activity in HEK cells. FAbeta-B cleavage, fluorescence polarization; 0% vehicle, 100% cell-free pure enzyme wells. activation, % at 5.96 µM. AID 493087. 340,000 compounds, 0.073% hits;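 active = activation above the mean of all tested compounds plus 3 SD, set per screening campaign, cut at about 17% in these data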
p-CIP stab down: lowers stability of the mouse p/CIP coactivator protein; F442A p/CIP-EGFP cells, EGFP fluorescence, 16 h; decrease of EGFP signal, % at 10 µM; Q05BA5; 290,000 compounds, 0.01% hits;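 active = EGFP signal decrease of at least 30% at 10 µM or well 3 SD below plate mean, unless failing retest; inactive = the rest, including hits failing retest or dose response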; note: some compounds called inactive have numbers as strong as hits; many of its hits are not listed in these tables
PHOSPHO1 inh: blocks human PHOSPHO1 phosphatase activity; recombinant PHOSPHO1, absorbance phosphatase assay; inhibition, % at 13.3 µM; 290,000 compounds, 1.1% hits; in the data active = inhibition above about 60%
Target sequence (Q8TCT1 whole entry, looked up): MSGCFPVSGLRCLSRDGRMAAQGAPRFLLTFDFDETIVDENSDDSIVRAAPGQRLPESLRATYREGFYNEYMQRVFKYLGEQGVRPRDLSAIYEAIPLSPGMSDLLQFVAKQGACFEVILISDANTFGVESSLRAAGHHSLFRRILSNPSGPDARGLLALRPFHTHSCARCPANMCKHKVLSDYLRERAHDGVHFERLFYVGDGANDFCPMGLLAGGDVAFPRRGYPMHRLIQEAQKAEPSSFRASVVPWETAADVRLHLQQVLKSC
IMP-1 inh: inhibitors of Pseudomonas aeruginosa IMP-1 metallo-beta-lactamase. purified IMP-1, nitrocefin hydrolysis, epi-absorbance fluorescence. inhibition, % at 5.6 µM. 290,000 compounds, 0.45% hits. AID 1556;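 active = inhibition above the mean plus 3 SD of all compounds in the same screening run, cut at about 4.5% in these data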;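 note: 0% = IMP-1 with DMSO and 100% = DMSO wells lacking enzyme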
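Assay system: purified recombinant IMP-1 beta-lactamase. Input: IMP-1 0.2 nM before substrate addition. Buffer or medium: Zinc- and detergent-supplemented HEPES buffer, pH 7.1. Schedule: 25 °C, 15 min preincubation, 25 min reaction. Signal: Epi-absorbance fluorescence, 480 nm excitation, 530 nm emission. Evaluation: percent inhibition from optical density relative to buffer-blank wells.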
GPR7 antagonist: blocks human GPR7 receptor signaling; GPR7-expressing cells, fluorescence antagonist assay; inhibition, % at 4.4 µM; 290,000 compounds, 1.1% hits; P48145; AID 1861; in the data active = inhibition above about 16%, passing the limit was not always enough;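 note: cells stimulated with the agonist NPW; 0% = agonist with vehicle and 100% = vehicle without agonist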
Target sequence (P48145 whole entry, looked up): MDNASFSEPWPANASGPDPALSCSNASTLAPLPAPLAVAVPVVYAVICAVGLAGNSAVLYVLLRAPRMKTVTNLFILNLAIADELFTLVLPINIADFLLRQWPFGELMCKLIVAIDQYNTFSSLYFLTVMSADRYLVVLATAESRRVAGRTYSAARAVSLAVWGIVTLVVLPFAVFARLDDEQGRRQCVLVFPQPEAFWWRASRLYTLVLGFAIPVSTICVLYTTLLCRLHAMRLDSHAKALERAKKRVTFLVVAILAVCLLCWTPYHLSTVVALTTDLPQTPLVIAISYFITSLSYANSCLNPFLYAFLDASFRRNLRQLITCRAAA
M18AAP inhibitor: PfM18AAP enzyme inhibition; recombinant PfM18AAP, H-Glu-NHMec fluorogenic cleavage; inhibition, % at 7.35 µM; 290,000 compounds, 1.2% hits;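 active = inhibition above the campaign mean inhibition over all tested compounds plus 3 SD, cut at about 28% in these data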;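 note: 0% = plate median of test compound wells and 100% = 2 mM ZnCl2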
VIM-2 inhibitor: blocks Pseudomonas aeruginosa VIM-2 metallo-beta-lactamase | inhibition, % at 5.6 µM | purified VIM-2, nitrocefin hydrolysis, epi-absorbance fluorescence | 290,000 compounds, 0.89% hits;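 active = inhibition above the mean of all tested compounds plus 3 SD, cutoff set per screening run, cut at about 7.5% in these data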;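 note: red hydrolysis product quenches plate fluorescence so inhibitors raise well fluorescence; 0% = enzyme with DMSO and 100% = DMSO without enzyme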
NALP1 yeast inh: inhibitors of NALP1 inflammasome in yeast | S. cerevisiae NALP1/ASC/caspase-1 growth, X-gal OD620, 72 h | inhibition, % at 10 µM | 280,000 compounds, 0.61% hits; in the data active = inhibition mostly above about 24%, no sharp cut-off; inactive = mostly below about 32%; note: some compounds called inactive have numbers as strong as hits
IDE inh: cellular human IDE inhibition; HEK cells, FAbetaB cleavage, fluorescence polarization; inhibition, % at 5.59 µM; 320,000 compounds, 0.41% hits; AID 434962;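 active = percent inhibition above the average of all tested compounds plus 3 SD, set per screening campaign, cut at about 16% in these data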;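 note: IDE supplied by intact live HEK cells; FP after avidin binding of uncleaved biotin substrate so inhibition keeps polarization high; 0% = DMSO wells and 100% = 60 µM reference IDE inhibitor Ii1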
The depositor's hits bear a star; . = no result given.

SMILES | IDE act | p-CIP stab down | PHOSPHO1 inh | IMP-1 inh | GPR7 antagonist | M18AAP inhibitor | VIM-2 inhibitor | NALP1 yeast inh | IDE inh
Cc1ccc(NCC(=O)N/N=C/c2ccc(C(=O)O)cc2)cc1 | -2.0 | -3.9 | -5.6 | -3.0 | -9.0 | 1.9 | -3.0 | . | -6.6
CCC(=O)Nc1cc(C(=O)O)ccc1Sc1ccc(C)cc1 | 1.6 | 7.0 | -6.7 | -0.2 | -1.5 | 1.5 | 1.9 | -3.7 | 1.3
O=C(C1CCC(=O)N(C2CCCC2)C1)N1CCC(Oc2ccccc2Cl)CC1 (stereo unspecified) | 2.9 | -17.6 | 28.0 | -0.7 | -5.8 | -9.1 | -1.5 | 14.0 | -0.1
O=S1(=O)NC(=NCCc2ccccn2)c2ccccc21 | 9.3 | 4.6 | 2.5 | -2.0 | -7.4 | 5.8 | -2.6 | 0.4 | -1.8
Cc1cc2cc(CNC(=S)Nc3ccc(OC(F)F)cc3)ccc2n1C | 11.5 | -4.0 | -1.2 | -1.6 | 50.3* | 7.6 | -1.6 | 22.6 | -2.6
Cn1c(=O)oc2cc(S(=O)(=O)N3CCCC(C(=O)N4CCc5ccccc5C4)C3)ccc21 (stereo unspecified) | 2.2 | -9.5 | 14.6 | -2.2 | 7.9 | 12.0 | -4.8 | -1.6 | 4.7
Cc1cccc(OCC2Cn3c(nc4c3c(=O)[nH]c(=O)n4C)O2)c1 (stereo unspecified) | 4.0 | -5.5 | 49.9 | -3.6 | -20.1 | -1.5 | -4.2 | 10.4 | .
CCOC(=O)C1CCN(C(=O)C2CCC(=O)N(CC3CCCCC3)C2)CC1 (stereo unspecified) | -2.1 | 2.2 | -19.5 | -0.7 | -9.2 | -0.7 | -1.5 | 10.1 | -1.6
COc1ccc2c(CCNC(=O)c3ccc([N+](=O)[O-])cc3)c[nH]c2c1 | 0.2 | 0.6 | -17.4 | -3.7 | 10.2 | 0.0 | -2.8 | 18.0 | -1.0
Cc1cc(Br)cc(Cl)c1OC(=O)c1ccncc1 | 2.9 | 10.6 | 18.7 | -3.2 | 4.5 | -1.7 | -0.3 | -3.8 | 7.1
CCOC(=O)c1cc2c(nc1NC(=S)Nc1ccccc1)CC(C)(CC)OC2 (stereo unspecified) | 4.5 | 2.3 | 8.4 | -3.5 | -4.4 | 1.3 | -1.2 | 4.8 | 6.8
O=c1ccc2ccccc2o1 | 1.0 | 3.7 | 10.9 | -0.2 | -3.3 | 1.6 | -2.2 | 22.1 | 0.1
COc1cccc(-n2c(SCC#N)nnc2-c2cnccn2)c1 | -0.8 | -8.4 | 27.5 | 3.3 | -2.0 | 3.9 | -0.1 | -5.0 | 5.5
CC1CCN(CCOCCSc2ccc(Cl)cc2)CC1 | 2.8 | -2.7 | 11.7 | -3.8 | 15.5 | 3.5 | -5.2 | 20.8 | 3.0
O=C(CNC(=O)c1ccccc1)N/N=C/c1cn[nH]c1-c1ccccc1 | -0.7 | -2.4 | 0.6 | -3.4 | -4.1 | -4.3 | -2.9 | 17.2 | -2.9

The closing 2 entries of the part before come first, to join the parts:
SMILES | IDE act | p-CIP stab down | PHOSPHO1 inh | IMP-1 inh | GPR7 antagonist | M18AAP inhibitor | VIM-2 inhibitor | NALP1 yeast inh | IDE inh
CC1CCN(CCOCCSc2ccc(Cl)cc2)CC1 | 2.8 | -2.7 | 11.7 | -3.8 | 15.5 | 3.5 | -5.2 | 20.8 | 3.0
O=C(CNC(=O)c1ccccc1)N/N=C/c1cn[nH]c1-c1ccccc1 | -0.7 | -2.4 | 0.6 | -3.4 | -4.1 | -4.3 | -2.9 | 17.2 | -2.9
C=C(C)COc1ccc(-c2nc(N)ncc2-c2ccc(OC)c(OC)c2)c(O)c1 | -0.5 | -3.4 | -7.8 | -0.8 | -1.9 | 14.0 | -0.8 | 1.3 | .
O=C1/C(=C/c2ccco2)CCc2ccccc21 | -1.2 | -10.5 | -2.0 | 3.4 | 7.1 | 12.6 | 1.9 | 37.8 | 2.4
CCOc1ccc([N+](=O)[O-])cc1CNC1CCCCCCC1 | 4.0 | -5.3 | . | 38.8* | 54.0* | -11.0 | 0.8 | . | -3.4
O=C1c2ccccc2NC(c2ccco2)N1/N=C/c1ccco1 (stereo unspecified) | 1.5 | -26.3 | 45.4 | -2.7 | -3.8 | -17.2 | -0.4 | 7.2 | 2.7
Cc1cccc(NC(=O)COC(=O)c2cc(C)oc2C)c1 | 7.3 | -10.4 | 20.4 | -1.1 | -15.3 | 2.3 | -1.4 | 7.2 | 6.3
CCCCNC(=O)C1CC(=O)N(C2CCCCC2)C1 (stereo unspecified) | 1.3 | 6.2 | 54.0 | 2.3 | -5.6 | -4.5 | 0.7 | 18.9 | 4.5
Cc1ccccc1NS(=O)(=O)c1cc(C(=O)NCCC2=CCCCC2)ccc1Cl | -3.2 | -4.2 | -9.1 | -1.2 | 5.4 | -2.2 | -1.7 | -9.9 | 1.2
C#CCNC(=O)C1=C[C@@H](c2ccc(Br)cc2)C[C@@H](OCCCCO)O1 | -0.2 | -17.3 | 43.7 | 1.4 | 12.0 | -1.4 | 3.0 | 2.7 | -0.3
CC(C)(C)c1ccc(CCC2OCC(C[N+]3(C)CCOCC3)O2)cc1 (stereo unspecified) | . | -11.4 | -1.2 | 0.2 | -1.1 | -16.5 | -1.1 | 23.4 | 1.8
O=C1OC2CC3CC1CC(O)(C3)C2 (stereo unspecified) | 7.0 | 8.7 | 0.1 | -1.8 | 7.6 | -6.9 | -1.6 | 10.3 | 5.2
CCc1ccc(-n2c(=O)c3ccc(C(=O)NCCc4ccccc4)cc3n(CC(N)=O)c2=O)cc1 | -1.8 | -3.3 | 42.0 | -2.6 | -4.3 | 1.0 | -4.7 | 3.0 | -1.2
CC(Oc1cc(C(F)(F)F)cc(C(F)(F)F)c1)C(=O)NC(N)=O (stereo unspecified) | -2.7 | -8.3 | -9.6 | -2.1 | -10.2 | -5.1 | -0.6 | 18.5 | -1.0
CCN(CC)CCN=C1CCCc2ccccc2N1 | 4.5 | 1.4 | -2.2 | -2.4 | -7.6 | 2.1 | -2.5 | 9.7 | 6.6
CCOC(=O)CSc1ccc(S(=O)(=O)N2CCCCC2)cc1[N+](=O)[O-] | 3.6 | -18.9 | -8.2 | -2.0 | -20.6 | 9.5 | -3.4 | 29.5 | 0.2
COC(=O)c1ccccc1NC(=O)c1cc(-c2ccc(O)cc2)on1 | 2.5 | -15.7 | 4.3 | -3.1 | -4.9 | 3.2 | -1.4 | 3.2 | -0.4
CCC(C)(C)n1nnnc1CN(Cc1ccco1)Cc1cc2cc3c(cc2[nH]c1=O)OCO3 | 2.0 | 3.6 | 14.5 | -0.8 | -6.9 | -7.1 | 0.3 | 24.7 | 1.0
CCn1cc(CN2CCCC(CNS(=O)(=O)c3cccc4cccnc34)C2)cn1 (stereo unspecified) | -2.3 | 8.0 | 13.0 | -1.8 | -3.4 | -1.7 | -0.7 | 1.5 | 1.4
Cc1ccc(NS(=O)(=O)N2CCOCC2)c(C)c1 | 0.1 | -8.2 | 31.3 | -1.7 | -11.2 | -0.9 | -3.9 | 14.5 | -1.2
Cc1nc(-c2ccc(NC(=O)c3ccc(Br)o3)cc2)cs1 | 4.8 | 0.9 | -5.7 | -2.4 | 8.8 | 4.3 | -1.5 | 28.2 | 0.0
CCOc1cc(CN2CCN(C(=O)c3ccco3)CC2)ccc1OC | 1.4 | -5.7 | 19.9 | -3.7 | -0.3 | -10.9 | -1.4 | . | 3.5
Cc1ccc(OCC(=O)NNC(=O)C2CCN(c3ncccn3)CC2)cc1 | -5.0 | -12.3 | 13.4 | -2.4 | -1.8 | -1.3 | -4.1 | -17.7 | 3.1
CC(C)(C)NC(=O)C(c1ccc(F)cc1)N(C(=O)CCC(=O)Nc1ccccn1)C1CCCC1 (stereo unspecified) | 3.1 | -1.5 | 26.5 | -3.6 | -0.2 | 4.8 | -5.6 | -4.3 | 4.8
CCOC(=O)C1C(=O)N(O)CC1c1cccc(Oc2ccccc2)c1 (stereo unspecified) | 1.0 | -7.1 | -13.4 | -1.4 | -10.6 | 1.5 | -0.9 | 14.3 | 1.3
COc1ccccc1C(=O)NC(=S)Nc1ccccc1N1CCCC1 | -2.8 | -4.4 | 9.0 | -2.8 | -27.6 | 6.1 | -2.9 | 1.7 | -3.3
CCOc1cccc(CNc2ccc(O)cc2)c1OCc1ccc(Cl)cc1 | 3.2 | -6.3 | 38.2 | -3.3 | -3.8 | 19.5 | -2.0 | 22.0 | -4.7
CCc1cc2c(=O)n3c(nc2s1)-c1[nH]c2ccc(OC)cc2c1CC3 | 12.0 | 9.8 | -1.8 | -3.5 | -4.4 | 5.7 | -5.5 | 17.0 | 0.3
Cc1cccnc1NC(=O)c1cccc(S(=O)(=O)N2CCN(c3ccc(F)cc3)CC2)c1 | 2.2 | -5.7 | 27.0 | -1.6 | -10.4 | -9.2 | -1.4 | 20.0 | -5.0
CCc1nnc(NC(=O)CCC(=O)NC2CC2)s1 | 4.2 | 2.0 | 17.4 | -2.9 | -9.2 | -3.3 | -0.5 | 19.6 | 3.3
Cc1noc(/C=C/c2ccco2)c1S(=O)(=O)N1CCC(C(=O)NC(C)c2ccccc2)CC1 (stereo unspecified) | 4.0 | -10.1 | -2.3 | -4.9 | -4.6 | -2.6 | -2.5 | -12.4 | 2.2
COc1ccc(C)cc1NC(=O)c1ccc2c(SCC(=O)O)c3c(nc2c1)CCCC3 | 5.1 | -0.4 | 13.9 | -1.7 | -8.0 | -9.8 | -0.4 | . | 2.4
Cc1cc2nnc(SCC(=O)NCc3cccs3)n2c(N)n1 | -4.2 | 4.4 | -4.9 | -5.6 | 5.7 | 2.0 | -1.2 | 20.1 | -0.3
C/C(=N\O)c1ccc2c3ccccc3n(C)c2c1 | -0.2 | 6.5 | -4.6 | -6.3 | -6.7 | -12.9 | -1.0 | -15.9 | 1.1
CCn1c(SCC(=O)Nc2ccccc2N2CCOCC2)nnc1-c1ccccc1O | -0.9 | -10.8 | 9.7 | -1.0 | -2.9 | -4.8 | -1.1 | . | 2.0
COC(=O)CCC(=O)Nc1ccccc1C(=O)Nc1ccccc1 | -1.4 | -1.1 | 2.3 | -1.4 | -3.9 | 1.0 | -0.6 | 2.8 | -1.3
CCOC(=O)c1c(NC(=O)COc2ncnc3sccc23)sc2c1CCC2 | -3.8 | -17.6 | 19.2 | -0.1 | -10.6 | 9.4 | -0.8 | -7.2 | 2.6
Nc1nc(-c2nonc2N)no1 | 4.5 | -1.3 | 2.5 | 0.2 | -7.4 | -2.3 | -1.2 | 14.2 | -1.0
O=C(Nc1ncc(Cc2ccc(C(F)(F)F)cc2)s1)c1ccc(-c2cccc([N+](=O)[O-])c2)o1 | -2.1 | -11.6 | -13.9 | -3.0 | -10.5 | -2.1 | -2.4 | 12.9 | -4.5
COc1ccc(C2(C)NC(=O)N(CC(=O)Nc3cccnc3Cl)C2=O)cc1 (stereo unspecified) | 6.0 | 0.2 | 17.6 | -3.4 | -8.3 | 2.5 | -1.3 | -2.2 | 0.3
CCOC(=O)c1c(C)[nH]c(C(=O)N/N=C/c2cc([N+](=O)[O-])ccc2O)c1C | 8.7 | 0.9 | 36.0 | -1.3 | 4.2 | -2.6 | -3.6 | -0.3 | -0.5
O=C(Nc1ccccc1O)c1ccc2c(c1)C(=O)N(c1ccccc1)C2=O | 2.5 | -3.6 | 19.1 | 0.3 | 12.7 | -6.5 | -1.2 | 9.2 | .
